MazEF act = MazEF (E. coli) toxin RNase activation | FAM/BHQ RNA-DNA oligo cleavage fluorescence, 5 h | activation, % at 20 µM | hit rate 0.32% among 350,000 | AID 504720; in the data active = activation above about 50%
Target sequence (P0AE70 whole entry, looked up): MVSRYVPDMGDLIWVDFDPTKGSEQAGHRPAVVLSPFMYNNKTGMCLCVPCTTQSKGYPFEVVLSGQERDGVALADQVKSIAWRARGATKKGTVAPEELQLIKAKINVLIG
Mtb BioA inh = inhibitors of Mycobacterium tuberculosis BioA enzyme; hit rate 0.096% among 360,000; purified M. tuberculosis BioA enzyme, plate reader; inhibition, % at 9.99 µM; in the data active = inhibition above about 40%; inconclusive = no clear call, values can overlap the other calls
Rv3671c protease = inhibitors of M. tuberculosis serine protease Rv3671c | inhibition, % at 5.96 µM | hit rate 0.048% among 320,000 | AID 2606 | P9WHR9; in the data active = inhibition above about 38%;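 also: extracellular domain of Rv3671c used as enzyme; 0% = enzyme with DMSO and 100% = no enzyme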
Target sequence (P9WHR9 whole entry, looked up, the tested form may be a part): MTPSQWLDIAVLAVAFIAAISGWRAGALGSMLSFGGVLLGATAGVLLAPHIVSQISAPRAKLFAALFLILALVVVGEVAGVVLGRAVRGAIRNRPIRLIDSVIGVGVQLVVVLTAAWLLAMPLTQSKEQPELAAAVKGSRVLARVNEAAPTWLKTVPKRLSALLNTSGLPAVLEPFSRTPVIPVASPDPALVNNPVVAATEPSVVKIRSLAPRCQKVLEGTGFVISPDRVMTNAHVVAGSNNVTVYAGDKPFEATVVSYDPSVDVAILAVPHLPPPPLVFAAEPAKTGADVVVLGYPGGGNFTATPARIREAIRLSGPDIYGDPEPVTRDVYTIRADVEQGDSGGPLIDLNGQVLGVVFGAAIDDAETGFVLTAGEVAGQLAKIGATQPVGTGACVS
Mtb FBA inh = Mtb fructose-bisphosphate aldolase inhibition; purified M. tuberculosis FBA, fluorescence read-out; inhibition, % at 1 µM; hit rate 2.3% among 360,000; in the data active = inhibition above about 27%;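 also: 0% = vehicle and 100% = reference inhibitor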
FadD28 binding = blocks FadD28 binding to the bisubstrate probe; fluorescence polarization; inhibition, % at 12.5 µM; hit rate 0.22% among 360,000; in the data active = inhibition above about 8.5%, passing the limit was not always enough; inconclusive = no clear call, values can overlap the other calls
PrPC TRFRET = inhibitors of human cell surface prion protein PrPC | P04156 | TR-FRET read-out | inhibition, % at 13.8 µM | hit rate 0.43% among 370,000; in the data active = inhibition above about 24%; also: 0% = median of the test wells and 100% = reference compound wells
BoNT F protease = inhibitors of Botulinum neurotoxin F light chain protease; Multiplex microsphere protease cleavage assay, flow cytometry; inhibition, % at 10 µM; hit rate 0.22% among 360,000; in the data active = inhibition above about 35%, passing the limit was not always enough; inconclusive = no clear call, values can overlap the other calls; also: plate controls were buffer without enzyme for full effect and enzyme alone for no effect
Mtb UGM inh = inhibitors of M. tuberculosis UDP-galactopyranose mutase; purified UGM, fluorescence polarization probe displacement; P9WIQ1; hit rate 0.06% among 320,000; inhibition, % at 10 µM; in the data active = inhibition above about 10%, passing the limit was not always enough; inconclusive = no clear call, values can overlap the other calls
Target sequence (P9WIQ1 whole entry, looked up): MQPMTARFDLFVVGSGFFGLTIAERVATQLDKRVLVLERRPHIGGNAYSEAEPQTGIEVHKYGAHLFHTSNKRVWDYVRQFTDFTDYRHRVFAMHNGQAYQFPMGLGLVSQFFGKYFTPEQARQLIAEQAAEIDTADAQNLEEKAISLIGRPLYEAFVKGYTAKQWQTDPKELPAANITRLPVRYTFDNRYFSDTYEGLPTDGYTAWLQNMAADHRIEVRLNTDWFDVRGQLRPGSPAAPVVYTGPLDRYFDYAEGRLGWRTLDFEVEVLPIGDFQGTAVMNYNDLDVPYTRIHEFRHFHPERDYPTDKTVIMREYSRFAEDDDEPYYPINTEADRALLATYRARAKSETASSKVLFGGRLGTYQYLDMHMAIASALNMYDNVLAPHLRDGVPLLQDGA
GDH-TPI counter = inhibits GDH-TPI coupling enzymes, artifact for Mtb FBA screen | GDH-TPI coupled enzyme counterscreen, NADH absorbance | inhibition, % at 4.8 µM | hit rate 1.2% among 360,000; in the data active = inhibition above about 30%;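 also: 0% = DMSO wells and 100% = wells lacking the enzyme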
An asterisk follows results filed as active; ? = inconclusive; . = no result given.

The line under a structure holds: MazEF act	Mtb BioA inh	Rv3671c protease	Mtb FBA inh	FadD28 binding	PrPC TRFRET	BoNT F protease	Mtb UGM inh	GDH-TPI counter
> CCOc1ccc(NC(=O)COC(=O)CSCC(=O)Nc2ccc(C)cc2C)cc1
 : -4	0.8	-13	-1	-3.1	9	-4	0.4	2
> CCOc1cc(/C=N/N=C2/NC(=O)C(CC(=O)O)S2)ccc1OCc1ccc(Cl)cc1 (stereo unspecified)
 : 6	.	-8	-13	-2.0	-6	-2	1.8	32*
> Cc1cccc(CSc2nc3c(c(=O)[nH]2)CCCC3)c1
 : 3	0.3	2	-2	-4.2	-2	2	.	2
> COC(=O)c1ccc(CNC(=O)Cn2cnc(C(=O)Nc3ccc(C)c(C)c3)n2)cc1
 : 5	0.1	.	-1	-2.8	11	-2	.	1
> O=[N+]([O-])c1ccccc1S(=O)(=O)N(CC(O)CN1CCCCC1)c1ccccc1 (stereo unspecified)
 : 7	.	8	-2	-4.1	-17	-24	-0.2	-13
> Cc1ccnc(NS(=O)(=O)c2ccc(NC(=O)CCOc3ccccc3)cc2)n1
 : -6	-2.6	4	5	-1.2	2	15	4.2	3
> COc1ccccc1N1CCN(C(=O)Cn2nnc(-c3cccs3)n2)CC1
 : -7	2.2	-8	0	0.2	0	3	0.2	4
> COc1ccc(CN2C3CCCC2CC(NC(=O)c2cccc(F)c2)C3)cc1 (stereo unspecified)
 : 12	-0.9	0	2	-0.4	3	-2	-1.1	-5
> O=C(CCc1nnc2ccc(N3CCC4(CC3)OCCO4)nn12)N1CCCCC1
 : -1	-1.0	2	0	-4.1	10	0	0.5	-6
> O=C(NCN1C(=O)C2C3C=CC(C3)C2C1=O)Nc1cccnc1 (stereo unspecified)
 : 6	-3.0	1	-1	1.3	-3	-4	0.2	-3
> CC(C(N)=O)N1C(=O)NC2(CCCc3ccccc32)C1=O (stereo unspecified)
 : 2	-3.3	1	1	-4.9	-4	-8	0.9	-7
> CCOc1ccc(-n2cnnn2)cc1S(=O)(=O)NC1CC1
 : 0	.	-5	-5	-0.6	0	-4	-2.3	2
> Cc1cccc(NC(=O)c2cc(S(=O)(=O)N3CCCCC3)ccc2Cl)n1
 : 2	-0.4	.	-3	-3.4	5	-5	.	6
> O=C(CC(=O)NN=Cc1ccc2c(c1)CCC2)NN=Cc1ccc2c(c1)CCC2
 : -7	.	.	0	-1.0	-6	-3	.	7
> CC(=O)Nc1ccc(S(=O)(=O)Nc2nc3ccccc3nc2N2CCc3ccccc3C2)cc1
 : -4	1.7	-32	12	-2.0	-10	-10	-2.1	22
> Cc1ccc(C)n1-c1cccc(C(=O)Nc2ccccc2)c1
 : -6	-2.2	3	-1	-2.0	-3	?	-3.4	6
> CCOC(=O)C1=CCN(S(=O)(=O)c2ccccc2F)C1c1cccc(F)c1 (stereo unspecified)
 : .	-1.0	.	-2	-4.2	3	-4	.	.
> COCCSc1ccccc1C(=O)NCc1ccc2c(c1)OCO2
 : 4	0.1	2	3	-0.7	0	-32	0.5	10
> COCCNC(=O)Cc1c(C)c2c(cc(C)c3c(C)coc32)oc1=O
 : 14	-1.0	-6	38*	-3.0	-1	2	-1.2	1
> CCC(=O)N(Cc1cc2cc(OC)ccc2[nH]c1=O)c1ccc(C)cc1
 : 4	2.5	-5	9	-1.8	12	.	1.7	5
> Brc1ccc2ncnc(Nc3cccc4ccccc34)c2c1
 : 13	4.0	7	-3	-5.4	4	-8	1.6	14
> CN(C)S(=O)(=O)c1ccc(N2CCCC2)c(C(=O)NC2(C)CCS(=O)(=O)C2)c1 (stereo unspecified)
 : 6	-1.6	2	0	-5.6	0	3	-0.1	5
> Cc1ccc(S(=O)(=O)NCCN2CCOCC2)cc1C
 : -3	-0.9	2	1	-11	-3	-1	1.4	4
> CCOC(=O)N1CCN(C(=O)CSc2ccc3nnc(-c4ccncc4)n3n2)CC1
 : 4	-1.4	-4	6	1.4	-12	0	-0.2	1
> CC(=O)c1cccc(NC(=O)Nc2ccc3c(c2)OCO3)c1
 : -4	0.2	.	1	1.7	4	-4	-1.0	2
> COc1cccc(C(=O)N/N=C(/c2ccccc2)c2ccccn2)c1
 : 8	0.4	5	1	-1.6	4	-6	7.8	12
> CC(=O)Nc1cccc2c1Cc1ccccc1-2
 : 2	-0.7	-2	-6	-3.3	.	-9	0.3	-16
> CN(Cc1ccc(C#CCCO)cc1)CC1CCCN(CCc2ccc(Cl)cc2)C1 (stereo unspecified)
 : -4	-1.8	-2	2	-2.3	-3	9	-1.6	6
> COc1ccc(Nc2ccccc2)c(C)c1
 : 3	.	5	-1	0.4	.	-2	1.8	13
> O=C(N/N=C/c1cccnc1)c1cc2ccccc2cc1O
 : 3	0.4	17	-1	-1.9	-3	8	-2.1	19

Results in PrPC TRFRET, for 3 of the compounds above:
SMILES	PrPC TRFRET
O=[N+]([O-])c1ccccc1S(=O)(=O)N(CC(O)CN1CCCCC1)c1ccccc1 (stereo unspecified)	-17
Cc1ccnc(NS(=O)(=O)c2ccc(NC(=O)CCOc3ccccc3)cc2)n1	2
COc1ccccc1N1CCN(C(=O)Cn2nnc(-c3cccs3)n2)CC1	0

Next part
The line under a structure holds: MazEF act	Mtb BioA inh	Rv3671c protease	Mtb FBA inh	FadD28 binding	PrPC TRFRET	BoNT F protease	Mtb UGM inh	GDH-TPI counter
> COc1ccc2[nH]c3c(=O)n(Cc4ccc(C(=O)N5CCCC5)cc4)c(=S)[nH]c3c2c1
 : -4	.	2	1	-1.3	-2	6	-1.9	-4
> NC(=O)CC(NC(=O)Cc1ccc(Br)cc1)c1ccc(N2CCN(c3ccccn3)CC2)c([N+](=O)[O-])c1 (stereo unspecified)
 : -4	0.5	-7	0	-3.5	-4	1	-0.8	15
> CCOc1ccc(N(Cc2ccc(C(=O)O)cc2)S(=O)(=O)c2ccc(C)cc2)cc1
 : -2	-0.3	-3	5	-1.5	-2	?	-1.0	-8
> COC(=O)CCC(=O)OC1(C)C(=O)C=C2C=C(C3CC3)N(CCCOC(C)C)C=C2C1=O (stereo unspecified)
 : -20	0.0	-50	2	-1.1	.	-13	1.4	23
> O=C(CSc1nnnn1-c1ccccc1)Nc1ccc(Cl)cn1
 : -1	-0.1	2	-2	0.6	4	12	-0.9	3
> COc1ccc(CC2(C)OC(c3ccc(Cl)cc3)=NN2C(C)=O)cc1 (stereo unspecified)
 : -6	.	-8	7	1.5	-3	-10	3.4	5
> O=C(O)C1CCCCC1C(=O)NCCc1ccncc1 (stereo unspecified)
 : -7	-0.4	-3	0	-4.8	4	4	-0.8	1
> O=c1[nH]c2cc([N+](=O)[O-])c(NCCO)c([N+](=O)[O-])c2[nH]1
 : 0	.	-2	-7	-0.2	-64	-1	0.8	9
> CC(C)(C)NC(=O)CN(C(=O)c1snc(C(=O)NC2CCCCC2)c1N)c1ccccc1F
 : 5	.	-16	10	-4.0	1	9	-0.9	-1
> CN1CCN(S(=O)(=O)c2cccc(C(=O)NCCOc3ccccc3)c2)CC1
 : -1	-2.7	-1	1	-0.5	5	6	1.2	2
> Cc1cc(SCC(=O)NN)c2cc(Br)ccc2n1
 : 2	-0.4	8	0	-1.3	8	?	-2.7	10
> Cc1nnc(SCC2=C(C(=O)O)N3C(=O)C(NC(=O)Cn4nc(C(F)F)c(Cl)c4C)C3SC2)s1 (stereo unspecified)
 : 0	0.0	-2	2	0.1	-1	2	-2.9	7
> COc1ccc(CCN2C(=O)CSC2=S)cc1OC
 : -13	.	-37	-2	-5.0	3	1	-0.5	-3
> CSc1nc(N(C)C)nc(N(C)C#N)n1
 : 3	.	-1	5	-0.9	9	-6	-0.9	2
> CCNc1nc(Oc2c(Cl)cccc2Cl)cc(C(F)(F)F)n1
 : -10	.	0	-1	-3.4	-4	-9	-0.1	3
> CCc1ccc(NC(=O)Cn2c(=O)c3cccn3c3ccccc32)cc1
 : 2	-1.9	-45	1	-2.4	7	10	1.9	6
> COc1cccc2c(SCC(=O)N/N=C/c3ccc(O)cc3O)cc(C)nc12
 : 3	.	.	-1	-2.6	-7	-2	.	17
> NC(=O)Cn1c(=O)n(-c2ccccc2)c(=O)c2oc3ccccc3c21
 : 12	.	-2	2	-1.8	0	-5	0.5	5
> CCOC(=O)[C@@H]1CCNC[C@@H]1c1ccccc1
 : 4	-1.5	-2	0	0.4	2	-2	3.1	3
> O=C(O)CCCC(=O)Nc1cccc(C(=O)Nc2ccccc2C(=O)O)c1
 : 5	-1.1	6	0	-2.5	5	-3	1.6	0
> CCCCCCn1c(=O)n2n(c1=O)[C@@H]1CN(S(=O)(=O)c3ccc(C)cc3)C[C@]1(O)[C@@H](OC(=O)NCc1ccco1)C2
 : 5	3.2	.	0	-1.5	-6	-5	.	-10
> c1ccc(Cn2ccnc2SCc2nnc(-c3ccccc3)o2)cc1
 : -2	3.2	-9	-3	0.6	7	-9	-1.5	9
> C/C(=N\NC(=S)Nc1ccccc1)C1Cc2ccccc2C(=O)O1 (stereo unspecified)
 : 10	3.4	3	7	-0.1	5	3	2.1	6
> O=C1Nc2cc(C(=O)N3CCC(N4CCCCC4)CC3)ccc2S/C1=C\c1ccccc1
 : 20	-0.8	-22	1	-8.3	-18	7	-1.7	11
> O=C(CCNC(=O)c1ccccc1)Oc1ccc([N+](=O)[O-])cc1
 : -9	1.8	-1	0	0.1	2	20	2.6	7
> Brc1cccc(-c2n[nH]c(-c3ccccc3)n2)c1
 : 13	.	-46	-1	-2.3	1	-6	-1.5	3
> Cc1nn(CC(C)C)c(Cl)c1C(=O)N(C)CC(=O)Nc1c(Cl)cccc1Cl
 : 4	-2.5	-3	7	-3.4	8	-7	0.9	1
> COc1ccccc1C(=O)NC(CCSC)C(=O)OC(C)C(N)=O (stereo unspecified)
 : 7	.	5	4	0.3	-5	2	0.4	-2
> CC#CCN1c2ccccc2[C@]23C[C@@H](C(=O)OC)N=C2NC(C(=O)OC)=C(C(=O)OC)[C@H]13
 : 8	-1.4	-4	-1	-1.1	0	-4	0.6	6
> Cc1onc(C(=O)Nc2ccc(OC(F)(F)F)cc2)c1[N+](=O)[O-]
 : 3	-0.1	-4	0	-0.9	.	1	1.8	4

Following part.
The line under a structure holds: MazEF act	Mtb BioA inh	Rv3671c protease	Mtb FBA inh	FadD28 binding	PrPC TRFRET	BoNT F protease	Mtb UGM inh	GDH-TPI counter
> CCc1ccc(C(CNC(=O)c2ccc3c(=O)n(-c4ccccc4F)c(=S)[nH]c3c2)N(C)C)cc1 (stereo unspecified)
 : 6	.	-3	4	-2.8	-24	-3	4.5	8
> CCN(C(=O)COC(=O)c1ccccc1O)c1nc2ccccc2s1
 : -15	0.4	-7	2	-0.8	1	8	0.0	8
> Cc1cc(C)cc(OCC(=O)OCC(=O)c2ccc3c(c2)NC(=O)CO3)c1
 : 5	0.6	-2	2	-1.5	4	12	1.3	8
> COc1ccc(CC(NC(C)=O)C(=O)NC2CCN(C(=O)C3CCCCC3)CC2)cc1OC (stereo unspecified)
 : 2	-1.0	-7	0	-1.5	3	-9	2.1	11
> C(=N\N(Cc1ccccc1)c1ccccc1)/c1cccnc1
 : -15	.	7	-2	-4.2	4	-3	1.9	6
> Cc1ccc(-n2sc3ccccc3c2=O)cc1
 : -3	.	0	0	-3.8	2	4	0.4	9
> Cc1noc(C)c1COc1ccc(C(=O)N2CCN(c3cccc(Cl)c3)CC2)cc1
 : -1	0.4	.	0	-3.5	-6	-10	.	-6
> CCOC(=O)C1=C(N)n2c(s/c(=C\c3ccco3)c2=O)=C(C(=O)OC(C)C)C1c1ccco1 (stereo unspecified)
 : -3	0.0	-1	1	-2.1	-5	4	0.2	3
> O=C(c1cc(=O)c2cc(Cl)ccc2o1)N1CCN(Cc2ccccc2)CC1
 : 4	30	7	0	-1.3	-9	-11	-3.3	2
> O=C(OCc1ccccc1)N1CCC2CC1c1cc(N3CCN(S(=O)(=O)c4cccc5ccccc45)CC3)ccc12 (stereo unspecified)
 : .	-1.8	.	2	0.0	3	9	.	.
> Cc1ccc(CNC(=O)C2C3C=CC4(CN(Cc5cccnc5)C(=O)C24)O3)cc1 (stereo unspecified)
 : -3	-1.4	6	68*	-0.8	-3	-11	-0.7	2
> CCN(CC)CCOC(=O)c1ccccc1Br
 : 7	.	-3	3	-1.6	-2	-13	0.7	2
> Cc1ccnc2nc(C(=O)N3CCN(S(=O)(=O)c4ccccc4)CC3)nn12
 : 4	1.4	-2	-10	-2.1	6	-21	-3.2	3

Source: PubChem
